TRPC4 PAM = positive allosteric modulators of TRPC4, primary screen, cell-based, mouse TRPC4beta, HEK293 mu-opioid, Fluo-4 calcium. AID 2227, 2009. Short transient receptor potential channel 4 (Mus musculus), Q9QUQ5. B-score at 10 µM. 310,000 tested, 0.42% active. DAMGO EC20, Fluo-4 Ca2+ flux; active compounds read high;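 active = B-score of calcium response area above 5 SD of library B-scores, with initial fluorescence ratio within 5 SD of library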;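 note: B-score of integrated fluorescence ratio over time as area under calcium response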
Target sequence (Q9QUQ5 whole entry, looked up): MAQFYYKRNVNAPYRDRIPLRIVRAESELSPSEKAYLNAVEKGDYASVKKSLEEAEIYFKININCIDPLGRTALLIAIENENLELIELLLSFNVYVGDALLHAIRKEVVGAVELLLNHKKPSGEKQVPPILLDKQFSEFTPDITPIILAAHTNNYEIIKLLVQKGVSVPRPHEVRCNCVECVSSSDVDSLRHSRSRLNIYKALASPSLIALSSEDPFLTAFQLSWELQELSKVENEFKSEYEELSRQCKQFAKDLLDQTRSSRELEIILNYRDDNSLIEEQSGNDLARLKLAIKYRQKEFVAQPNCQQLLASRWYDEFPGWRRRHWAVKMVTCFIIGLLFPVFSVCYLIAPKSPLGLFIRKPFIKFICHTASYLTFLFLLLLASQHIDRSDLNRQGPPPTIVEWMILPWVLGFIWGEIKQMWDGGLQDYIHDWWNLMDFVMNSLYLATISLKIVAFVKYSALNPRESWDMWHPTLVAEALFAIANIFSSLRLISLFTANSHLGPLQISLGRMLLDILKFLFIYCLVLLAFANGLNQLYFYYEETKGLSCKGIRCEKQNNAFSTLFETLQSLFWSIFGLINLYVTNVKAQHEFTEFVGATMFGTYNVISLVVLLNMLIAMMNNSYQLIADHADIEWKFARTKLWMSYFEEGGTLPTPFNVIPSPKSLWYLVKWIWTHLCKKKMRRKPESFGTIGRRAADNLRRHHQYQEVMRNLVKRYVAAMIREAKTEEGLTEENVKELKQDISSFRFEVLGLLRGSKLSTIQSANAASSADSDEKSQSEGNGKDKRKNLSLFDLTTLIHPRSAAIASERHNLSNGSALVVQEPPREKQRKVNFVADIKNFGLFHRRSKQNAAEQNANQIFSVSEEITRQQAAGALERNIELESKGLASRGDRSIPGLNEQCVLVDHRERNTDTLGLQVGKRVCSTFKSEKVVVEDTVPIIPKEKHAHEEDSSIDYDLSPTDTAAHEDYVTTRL
TMEM16A inh = TMEM16A chloride channel inhibitors, primary screen, cell-based, HTS; Anoctamin-1 (Mus musculus), Q8BHY3; HEK293 TMEM16A/YFP iodide influx fluorescence, ionomycin; normalized B-score (activity score, 25-100; higher = stronger inhibition) at 10 µM; 310,000 tested, 1.2% active;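 active = ratio plate-corrected score three or more library SD toward inhibition, starting fluorescence score within five deviations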;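 note: score derived from kinetic fluorescence span divided by baseline fluorescence per well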
TRPC4 agonist = activators of mouse TRPC4 channel, primary screen, Fluo4 calcium, HEK293 TRPC4beta/mu-opioid cells. Fluo4 calcium fluorescence; active compounds read high. B-score at 10 µM. Short transient receptor potential channel 4 (Mus musculus), Q9QUQ5. 310,000 tested, 0.49% active;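 active = B-score above 5 SD of library B-scores, and initial fluorescence ratio not above library mean plus 5 SD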;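 note: positive B-score marks a calcium rise read as TRPC4 activation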
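Test system: HEK293 cells stably co-expressing mouse TRPC4beta and mu-opioid receptor | Schedule: Fluo4 dye loading 45 min at room temperature, 110 s recording | Measured by: Kinetic Fluo4 calcium fluorescence, 5 s baseline at 1 Hz | Evaluation: B score of integrated ratio | Controls: Buffer (low) and maximal DAMGO (high)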
hERG rescue = hERG rescue from dofetilide block, primary screen, cell-based, CHO-hERG, FluxOR thallium flux, dofetilide IC70. activation (rescue from dofetilide block), less the hit threshold, % at 10 µM. Voltage-gated inwardly rectifying potassium channel KCNH2 (Homo sapiens), Q12809. 310,000 tested, 0.51% active. dofetilide IC70 present;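 active = activation above the mean of controls blocked by dofetilide plus 5 SD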;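 note: thallium influx through hERG after potassium depolarization seen as dye fluorescence rise; in these data hits start at about 4.7%; inactives centre near -7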
KCNQ1 act = potentiators or activators of KCNQ1 channel, primary screen, cell-based, thallium flux, high-throughput | CHO-K1 KCNQ1, thallium flux FluxOR fluorescence; active compounds read high | AID 2648, 2010 | 310,000 tested, 0.35% active | B-score at 10 µM;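 active = fluorescence ratio B-score, a plate-corrected score, at least three library SD, with initial intensity B-score within 5 SD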
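Test system: CHO-K1 cells stably expressing KCNQ1 / Medium: assay buffer / Also added: depolarizing K+/Tl+ stimulus, K2SO4 and Tl2SO4 each 12.5 mM in 5x stock / Incubation: 90 min dye loading and 20 min compound exposure, both at room temperature / Signal: thallium influx via FluxOR fluorescence, kinetic imaging / Evaluation: B score of baseline-normalized fluorescence ratio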
KCNK9 inh = KCNK9 potassium channel inhibitors, primary screen, HEK293 cells, thallium flux; Potassium channel subfamily K member 9 (Homo sapiens), Q9NPC2; FluxOR thallium flux fluorescence; active compounds read low; B-score at 10 µM; 310,000 tested, 1.2% active;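 active = ratio B-score over 3 SD below the library mean, with starting fluorescence within 5 SD of its mean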;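 note: negative B-score means less thallium flux so channel inhibition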
ANO1 activ = TMEM16A chloride channel activators or potentiators, primary screen, cell-based, HTS; HEK293 TMEM16A/YFP-H148Q/I152L, iodide quench fluorescence; active compounds read low; 340,000 tested, 0.3% active; AID 623877, 2012; B-score at 10 µM;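 active = fluorescence-ratio B-score plate-corrected deviation score at least 3 library SD below zero, with starting fluorescence score within 5 deviations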;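 note: channel opened by trigger with iodide after compound preincubation; score built on the fluorescence ratio of max minus min over baseline; more negative score means more quench and so TMEM16A activation or potentiation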
HDAC3 inh = HDAC3 deacetylase inhibitors, primary screen, biochemical, fluorescence, cell-free homogeneous. Histone deacetylase 3 (Homo sapiens), O15379. AID 2718, 2010. 320,000 tested, 0.15% active. recombinant HDAC3, fluorogenic peptide/trypsin coupled. inhibition, % at 8.3 µM; in the data active = inhibition above about 26%, passing the limit was not always enough; inconclusive = no clear call, values can overlap the other calls
KCNQ1 inh = inhibitors of human KCNQ1 channel, primary screen, cell-based, thallium flux, high-throughput; Potassium voltage-gated channel subfamily KQT member 1 (Homo sapiens), P51787; CHO-K1 KCNQ1, FluxOR thallium flux fluorescence; active compounds read high; B-score at 10 µM; 310,000 tested, 1.3% active; AID 2642, 2010;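 active = compounds whose thallium flux B-score, printed positive for inhibition, exceeds three library SD while starting fluorescence stays within three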;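 note: channel opened by potassium depolarization with thallium stimulus after 20 min compound exposure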
Dyrk1A ADPGlo = rat Dyrk1A kinase inhibitors, primary screen, biochemical, single point, plate reader; Dual specificity tyrosine-phosphorylation-regulated kinase 1A (Rattus norvegicus), Q63470; ADP-Glo luminescence, NFATc1 peptide; inhibition, % at 12.5 µM; 310,000 tested, 0.43% active; AID 504441, 2011; in the data active = inhibition above about 50%;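 note: plate controls were vehicle with enzyme for no effect and no enzyme for full effect; many of its hits are not listed in these tables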
KCNK3 inh = human KCNK3 channel inhibitors, primary screen, CHO cells, FluxOR thallium flux, B-score; Potassium channel subfamily K member 3 (Homo sapiens), O14649; FluxOR fluorescence; active compounds read low; B-score at 10 µM; 340,000 tested, 0.84% active;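 active = B-score under library mean minus 4 SD, starting fluorescence ratio at most library mean plus 5 SD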;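 note: more negative B-score means stronger inhibition of thallium flux through KCNK3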
Starred values were filed as active, the others as inactive; i = inactive; u = inconclusive; x = no result given. This is a subset, so the mix of outcomes need not match the whole.

molecule	TRPC4 PAM	TMEM16A inh	TRPC4 agonist	hERG rescue	KCNQ1 act	KCNK9 inh	ANO1 activ	HDAC3 inh	KCNQ1 inh	Dyrk1A ADPGlo	KCNK3 inh
CC(=O)c1nn(-c2ccc(Cl)cc2)cc1C(=O)c1ccccc1	i	i	i	-13	i	i	i	8	i	9	i
Cc1cc(C=O)c(C)n1-c1sc2c(c1C(=O)O)CCCC2	i	i	i	-7	i	i	i	-1	i	-9	i
CCCCCC(=O)NC(=S)Nc1cccc(-c2nc3ncccc3o2)c1	i	i	i	2	i	i	i	-19	i	x	i
COc1ccc(-c2noc(C3CCCN(C(=O)c4c(F)cccc4F)C3)n2)cc1OC (centres undefined)	i	i	i	-10	i	i	i	0	i	5	i
O=C(CN(C(=O)c1csnn1)c1cccc(C(F)(F)F)c1)NCCc1ccccc1	i	i	i	-6	i	i	i	-2	i	8	i
CC1CCN(S(=O)(=O)N2CCC(C(=O)NCc3ccc4c(c3)OCO4)CC2)CC1	i	i	i	-12	i	i	i	-5	i	-5	i
O=C(Nc1cnc2ccccn2c1=O)c1ccc(Cl)cc1Cl	i	i	i	-3	i	i	i	-6	i	3	i
Cc1onc(-c2ccccc2)c1C(=O)NNC(=S)NC(=O)/C=C/c1cccs1	i	i	52*	-11	i	i	i	3	i	x	i
COc1ccc(C(CNC(=O)C(CCSC)NC(=O)c2ccccc2OC)N2CCCCC2)cc1 (centres undefined)	i	i	i	-10	i	i	i	2	i	-2	i
COc1cccc2cc(-c3cn4cccc(C)c4n3)c(=O)oc12	i	i	i	-5	i	i	i	0	i	4	i
COc1ccc(OC)c(CNC(=O)C2CCN(S(=O)(=O)N3CCC(C)CC3)CC2)c1	i	i	i	-11	i	i	i	u	i	x	i
O=C(O)CCc1ccc(-c2cccs2)n1CC1CCCO1 (centres undefined)	i	i	i	-5	i	i	i	-6	i	1	i
CCCCOc1ccc(C(=O)OC2CC(C)N(C)CC2C)cc1 (centres undefined)	i	i	i	-16	i	i	i	-1	i	-1	i
COc1ccc(C(=O)Nc2ccc(N3CCCC3)cc2)cc1Br	i	i	i	-11	i	i	i	2	i	3	i
CSc1c[n+]2c(n1C)CCC2	i	i	i	-6	i	i	i	14	i	2	i
CN(Cc1ccccc1)c1cc(Cl)nc(N)n1	i	i	i	-9	i	i	i	2	i	-13	i
CC(=O)N1c2ccc(S(=O)(=O)N(C)CC(=O)NC3CCCCC3C)cc2CC1C (centres undefined)	i	i	i	-5	i	i	i	-3	i	-2	i
CC1CN(CC(=O)NCc2ccc(F)cc2)CC(C)O1 (centres undefined)	i	i	i	-9	i	i	i	0	i	-2	i
Cc1ccc(-n2c(C)cc(C(=O)COC(=O)c3c(C)noc3C)c2C)cc1	i	100*	i	-20	i	i	i	11	i	6	i
CCOC(=O)N1CCN(CC(=O)N2c3ccccc3Sc3ccccc32)CC1	i	i	i	-3	i	i	i	3	i	0	i
CC1(c2ccccc2)NC(=O)N(CC(=O)Nc2ccccc2N2CCCC2)C1=O (centres undefined)	i	i	i	-11	i	i	i	6	i	-7	i
CC(=O)N1CCc2cc(S(=O)(=O)NC(C(=O)N3CCN(c4ccccc4F)CC3)C(C)C)ccc21 (centres undefined)	i	i	i	-15	i	i	i	7	i	1	i
O=C(Nc1ccncc1)c1cccc2ccccc12	i	i	i	-4	i	i	i	1	i	x	i
Cc1nc(-c2ccc(NC(=O)c3cccs3)cc2)cs1	i	i	i	-6	i	i	i	-3	i	1	i
Fc1ccc(/C=N/NC(=S)Nc2ccc(Cl)cc2)cc1F	i	i	i	-7	i	i	i	0	i	0	i
Cc1cc(/C(=N/O)C(C)(C)NO)ccc1Cl	i	i	i	-14	i	i	i	u	i	3	i
CC(=O)n1c2c(c3ccccc31)OC(N)=C(C#N)C2c1ccc(C(C)C)cc1 (centres undefined)	12*	i	i	-9	i	-9.2*	i	4	8*	4	i
CC1(C)CC(=O)C(C2C3=C(CC(C)(C)CC3=O)Oc3ccccc32)C(=O)C1 (centres undefined)	i	i	i	-9	i	i	i	x	i	1	i
Nc1cc(OC(=O)c2c(F)cccc2Cl)nn1S(=O)(=O)c1ccccc1	i	i	i	-3	i	i	i	-1	i	-5	i
Cn1cccc1CC(=O)N/N=C/c1ccc([N+](=O)[O-])cc1	i	i	i	-3	i	i	i	2	i	x	i
CCCNC(=O)c1ccc2c(=O)n3c(-c4ccc(C)cc4)csc3nc2c1	i	i	i	-2	i	i	i	-5	i	-3	i
COc1cccc(NC(=O)CN(C)C(=O)c2cc(S(=O)(=O)N3CCCCC3)ccc2Cl)c1	i	i	i	-18	i	i	i	x	i	-5	i
Cc1ccc(C(=O)NCC(=O)N2CCc3ccccc3C2)cc1C	i	i	i	-5	i	i	i	1	i	2	i
COc1ccc(NCc2nnc(SCc3ccc(Cl)cc3)n2-c2ccccc2)cc1	i	i	i	-6	i	i	i	9	i	5	i
O=C(COC(=O)Cc1c[nH]c2ccccc12)Nc1ccccc1	i	i	i	-7	i	i	i	-1	i	0	i
O=C(CN(c1ccc(F)cc1)S(=O)(=O)c1ccc2c(c1)OCCO2)N1CCOCC1	i	i	i	0	i	i	i	4	i	2	i

4 of the compounds above, with each value named:
> CC1(C)CC(=O)C(C2C3=C(CC(C)(C)CC3=O)Oc3ccccc32)C(=O)C1 (centres undefined)
- TRPC4 PAM: i
- TMEM16A inh: i
- TRPC4 agonist: i
- hERG rescue: -9
- KCNQ1 act: i
- KCNK9 inh: i
- ANO1 activ: i
- HDAC3 inh: x
- KCNQ1 inh: i
- Dyrk1A ADPGlo: 1
- KCNK3 inh: i

> Nc1cc(OC(=O)c2c(F)cccc2Cl)nn1S(=O)(=O)c1ccccc1
- TRPC4 PAM: i
- TMEM16A inh: i
- TRPC4 agonist: i
- hERG rescue: -3
- KCNQ1 act: i
- KCNK9 inh: i
- ANO1 activ: i
- HDAC3 inh: -1
- KCNQ1 inh: i
- Dyrk1A ADPGlo: -5
- KCNK3 inh: i

> Cn1cccc1CC(=O)N/N=C/c1ccc([N+](=O)[O-])cc1
- TRPC4 PAM: i
- TMEM16A inh: i
- TRPC4 agonist: i
- hERG rescue: -3
- KCNQ1 act: i
- KCNK9 inh: i
- ANO1 activ: i
- HDAC3 inh: 2
- KCNQ1 inh: i
- Dyrk1A ADPGlo: x
- KCNK3 inh: i

> CCCNC(=O)c1ccc2c(=O)n3c(-c4ccc(C)cc4)csc3nc2c1
- TRPC4 PAM: i
- TMEM16A inh: i
- TRPC4 agonist: i
- hERG rescue: -2
- KCNQ1 act: i
- KCNK9 inh: i
- ANO1 activ: i
- HDAC3 inh: -5
- KCNQ1 inh: i
- Dyrk1A ADPGlo: -3
- KCNK3 inh: i

The listing continues.
Under each structure – TRPC4 PAM	TMEM16A inh	TRPC4 agonist	hERG rescue	KCNQ1 act	KCNK9 inh	ANO1 activ	HDAC3 inh	KCNQ1 inh	Dyrk1A ADPGlo	KCNK3 inh
O=C(CSc1nc2c(c(=O)[nH]1)CCC2)Nc1cccc(Cl)c1
    i	i	i	-2	i	i	i	-5	i	-2	i
Cc1ccc(S(=O)(=O)N(C)C)cc1NC(=O)C(C)NC(C)c1cccs1 (centres undefined)
    i	i	i	-5	i	i	i	0	i	0	i
COc1ccc(C(=O)Nc2ccccc2C(=O)N/N=C/c2ccncc2)cc1OC
    i	i	i	-3	i	i	i	-6	i	x	i
CCc1ccccc1N1CCN(S(=O)(=O)c2ccc(F)c(C)c2)CC1
    i	i	i	-14	i	i	i	2	7*	-3	i
COCCN(C(=O)c1ccccc1OC)c1nnc(C)s1
    i	i	i	-11	i	i	i	-13	i	3	i
CCN1C(=O)S/C(=C/c2ccc(Sc3nc4ccccc4[nH]3)o2)C1=O
    i	i	i	-8	i	i	i	4	i	-2	i
CNc1c(N)c(=O)oc2ccccc12
    i	i	i	1	i	i	i	0	i	0	i
Cc1ccc(S(=O)(=O)NNC(=O)Nc2ccc(Cl)cc2)cc1
    i	i	i	-9	i	i	i	0	i	4	i
COc1ccc(-c2oc3c4c(cc(OC)c3c(=O)c2CC=C(C)C)OC(C)(C)C=C4)c(OC)c1
    i	i	i	-20	i	i	x	9	i	x	x
Cc1cc2nc(-c3ccccn3)c(-c3ccccn3)nc2cc1C
    i	x	i	-7	i	i	i	x	i	-1	i
O=C(NCCc1ccc(Cl)cc1Cl)c1cc([N+](=O)[O-])c[nH]c1=O
    i	100*	i	-7	i	i	i	10	i	3	i
Cc1ccc(NC(=O)CSc2n[nH]c(N)n2)cc1S(=O)(=O)N1CCOCC1
    i	i	i	-14	i	i	i	0	i	-1	i
COc1ccc(C)cc1-n1nnnc1SCC1CCCO1 (centres undefined)
    i	i	i	-3	i	i	i	2	i	2	i
O=C(CN(c1ccccc1Cl)S(=O)(=O)c1ccccc1)N/N=C/c1ccccc1C(=O)O
    i	i	i	-4	i	i	i	x	i	3	i
CCNC(=O)CNC(=O)c1nn(Cc2ccccc2)c(=O)c2ccccc12
    i	i	i	2	i	-10*	i	-6	i	3	-13*
